Screening results from PubChem.
GDH-TPI counter: GDH-TPI coupled enzyme inhibition counter-screen; GDH-TPI coupled enzyme counterscreen, NADH absorbance; actives 1.2% (n = 360,000); AID 588335; inhibition, % at 4.8 µM; in the data active = inhibition above about 30%;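 note: 0% = DMSO wells and 100% = wells lacking the enzyme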
BioA inh: blocks M. tuberculosis BioA enzyme activity. purified M. tuberculosis BioA enzyme, plate reader. inhibition, % at 9.99 µM. actives 0.096% (n = 360,000). AID 602481; in the data active = inhibition above about 40%; inconclusive = no clear call, values can overlap the other calls
BoNT F protease: blocks Botulinum neurotoxin F light chain protease; inhibition, % at 10 µM; AID 588497; actives 0.22% (n = 360,000); Multiplex microsphere protease cleavage assay, flow cytometry; in the data active = inhibition above about 35%, passing the limit was not always enough; inconclusive = no clear call, values can overlap the other calls; note: plate controls were buffer without enzyme for full effect and enzyme alone for no effect
UGM FP inh: Mtb UDP-galactopyranose mutase inhibition | P9WIQ1 | purified UGM, fluorescence polarization probe displacement | inhibition, % at 10 µM | actives 0.06% (n = 320,000); in the data active = inhibition above about 10%, passing the limit was not always enough; inconclusive = no clear call, values can overlap the other calls
Target sequence (P9WIQ1 whole entry, looked up): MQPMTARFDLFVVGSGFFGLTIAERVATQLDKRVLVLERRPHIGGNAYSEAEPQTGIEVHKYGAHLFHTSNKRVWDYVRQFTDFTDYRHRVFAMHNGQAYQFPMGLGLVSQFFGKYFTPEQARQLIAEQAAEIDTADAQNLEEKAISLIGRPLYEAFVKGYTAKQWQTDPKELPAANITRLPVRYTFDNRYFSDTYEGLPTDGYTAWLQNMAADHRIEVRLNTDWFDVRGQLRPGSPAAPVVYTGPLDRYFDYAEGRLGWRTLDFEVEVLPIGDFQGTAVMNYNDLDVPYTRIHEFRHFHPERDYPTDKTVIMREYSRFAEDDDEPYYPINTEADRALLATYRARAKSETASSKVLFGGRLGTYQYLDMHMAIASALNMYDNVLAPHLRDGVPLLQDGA
Mtb FBA inh: inhibits M. tuberculosis FBA enzyme | P9WQA3 | purified M. tuberculosis FBA, fluorescence read-out | inhibition, % at 1 µM | actives 2.3% (n = 360,000) | AID 588726; in the data active = inhibition above about 27%;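 note: 0% = vehicle and 100% = reference inhibitor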
Target sequence (P9WQA3 whole entry, looked up): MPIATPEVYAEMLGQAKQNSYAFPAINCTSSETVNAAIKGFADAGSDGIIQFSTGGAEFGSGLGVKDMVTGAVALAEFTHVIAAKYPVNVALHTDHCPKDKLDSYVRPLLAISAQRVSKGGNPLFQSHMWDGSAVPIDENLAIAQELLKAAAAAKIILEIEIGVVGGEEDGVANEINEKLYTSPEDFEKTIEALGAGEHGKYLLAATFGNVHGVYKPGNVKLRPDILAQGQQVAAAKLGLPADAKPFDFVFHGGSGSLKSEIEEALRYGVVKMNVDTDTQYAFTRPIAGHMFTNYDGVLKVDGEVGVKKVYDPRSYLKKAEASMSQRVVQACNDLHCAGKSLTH
Anthrax LF inh2: anthrax lethal factor protease inhibition | P15917 | multiplex microsphere protease cleavage assay, LF | inhibition, % at 10 µM | actives 0.12% (n = 360,000) | AID 588501; note: plate controls were buffer without enzyme for full effect and enzyme alone for no effect
BoNT A protease: BoNT A light chain protease inhibition; multiplex microsphere protease substrate cleavage, flow cytometry; inhibition, % at 10 µM; actives 0.17% (n = 360,000); note: plate controls were buffer without enzyme for full effect and enzyme alone for no effect
PfHsp40 yeast: restores yeast growth despite PfHsp40 toxicity | S. cerevisiae expressing PfHsp40, growth rescue, ATP luminescence | growth rescue, % at 12.5 µM | actives 0.68% (n = 340,000) | AID 504582; in the data active = growth rescue above about 28%, passing the limit was not always enough; inconclusive = no clear call, values can overlap the other calls;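 note: yeast W303a lacking pdr1 and pdr3 grown in galactose medium; growth measured after three days at 30 °C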
FadD28 FP inh: M. tuberculosis FadD28 bisubstrate binding inhibition; FadD28 bisubstrate probe binding, fluorescence polarization; inhibition, % at 12.5 µM; actives 0.22% (n = 360,000); AID 588549; in the data active = inhibition above about 8.5%, passing the limit was not always enough; inconclusive = no clear call, values can overlap the other calls
Starred values were filed as active, the others as inactive; ? = inconclusive; / = not tested or not shown; & = joins results of further samples. Cut-off read from the data, not from the text of the source, unless noted: active = inhibition above about 30%; inconclusive = no clear call, values can overlap the other calls; inactive = below that.

SMILES	GDH-TPI counter	BioA inh	BoNT F protease	UGM FP inh	Mtb FBA inh	Anthrax LF inh2	BoNT A protease	PfHsp40 yeast	FadD28 FP inh
CCn1c(SCC(=O)N/N=C/C=C\c2ccco2)nc2ccccc21	18	-0.7	-2	-1.6	1	-1	-0.5	-1.4	0.3
COc1ccc(N2CCN(C(=O)COC(=O)Cc3c(F)cccc3Cl)CC2)cc1	-7	-3.8	0	-3.2	0	2	-4.7	0.7	-3.4
Cc1cc2oc(C(=O)NCc3ccc4c(c3)OCO4)c(C)c2cc1C	2	-1.8	5	-1.3	5	-4	-0.3	3.5	-0.1
Cc1ccc(N2CCN(S(=O)(=O)c3ccc(-n4cnnn4)cc3)CC2)c(C)c1	-8	-2.2	1	2.3	-3	1	0.0	-0.7	-3.4
COc1ccc(NC(=O)C/C(C)=N/NC(=O)c2cnccn2)cc1	-1	/	-12	0.8	0	-4	-2.1	0.6	-2.7
CCNC(=O)C1(C)CCCN(C(=O)c2ccc(C(F)(F)F)nc2C)C1 (configuration not stated)	3	-1.0	6	/	-2	-3	-0.4	/	-1.2
COc1ccc(CCNC(=O)C2CC(c3ccc(C(F)(F)F)cc3)=NO2)cc1 (configuration not stated)	4	0.2	-10	-2.2	-2	3	-0.1	4.6	-5.5
COc1ccccc1NS(=O)(=O)c1cccc(C(=O)NN=C2CCCC2)c1	8	-0.4	-3	-1.6	0	-1	-0.2	0.1	-3.0
CCCc1ccc(OCC(O)CN2CCCC2)cc1 (configuration not stated)	12	-0.4	?	-1.5	6	-1	-0.3	-1.6	-1.9
COc1ccc(NC(=O)CN2CCCCC2)cc1	6	-1.3	3	-2.7	-3	-1	-0.3	0.3	0.1
O=C(O)CN(c1ccccc1)C1SC(=O)NC1=O (configuration not stated)	13	/	1	2.1	5	2	0.8	-0.6	-0.5
CC(C)N(Cc1ccccc1)C(=O)COc1ccccc1	0	0.0	?	-2.8	1	-21	-6.6	-0.4	-5.9
Cn1c(=O)[nH]c2ncccc21	14	-2.1	0	0.8	0	4	-0.6	0.4	-2.2
COc1ccc(NS(=O)(=O)c2ccc(Oc3c(C#N)cccc3C#N)cc2)cc1	-2	/	-2	-0.3	0	-3	0.5	-1.5	-4.3
FC(F)(F)c1cccc(-n2cccc2/C=N/n2cnnc2)c1	19	1.2	-19	-1.4	-2	-7	-1.8	1.4	-3.2
Cc1nc(Cl)sc1C(=O)Nc1ccc2ccccc2c1	5	/	-8	0.8	2	-1	0.5	1.2	-0.5
O=C(c1ccc(-c2ccccc2)cc1)N1CCC(C(=O)N2CCCC2)CC1	-3	1.6	-8	-1.5	-4	-8	-0.7	0.5	-4.8
CC(=O)Nc1ccc(NC(=O)CN(c2ccc(F)cc2)S(=O)(=O)c2ccc3c(c2)OCCO3)cc1	4	-1.9	-4	0.4	4	1	-1.7	0.6	-2.0
CC1(c2nnc(-c3ccc(F)cc3)o2)CC(c2cccc(Cl)c2)=NO1 (configuration not stated)	9	0.3	-6	-2.4	3	4	0.3	1.9	-1.8
Cc1nc(SCc2ccccc2)c2oc3ccccc3c2n1	-6	-0.3	?	-1.4	-2	-10	-1.3	-0.2	-2.3
CN1CCN(CCCNC(=O)c2ccc(/C=C3\Oc4ccccc4N(Cc4ccc(Cl)cc4)C3=O)cc2)CC1	7	1.4	/	0.4	81*	/	/	-1.9	7.1
C[C@H](NC(=O)c1[nH]cnc1C(=O)Nc1ccc(Cl)cc1)C(=O)OC(C)(C)C	2	-1.0	6	-1.4	0	13	0.7	17	0.5
O=C(NNS(=O)(=O)c1ccccc1F)c1ccccc1-n1cccc1	1	-1.8	-6	2.8	3	-2	-1.4	-0.1	-0.8
CCC(=O)N/C(=N/c1nc(C)cc(C)n1)Nc1cccc(OC)c1	4	0.8	-4	-2.5	0	2	-0.9	-0.6	-1.5
O=C(COc1cc(F)ccc1[N+](=O)[O-])Nc1cc(S(=O)(=O)N2CCCC2)ccc1Cl	6	0.0	10	/	1	1	2.2	-1.1	-2.1
O=C1c2cccc3cc(Br)cc(c23)C(=O)N1Nc1ccc(Br)cc1	8	-2.7	-5	-0.8	1	-1	0.6	2.0	-1.1
CN(Cc1c(O)ccc2c1oc(=O)c1ccccc12)C1CCCCC1	17	1.6	-2	-1.1	1	0	0.8	0.9	-2.2
O=C(CSc1nc(O)cc(=O)n1-c1ccccc1)Nc1ccc2c3c(cccc13)CC2	9	-0.8	-1	-0.7	-1	-1	0.5	-1.4	-1.5
NC(=O)c1ccccc1NC(=O)Cc1cccs1	6	-2.5	?	-1.9	1	-3	1.8	-2.1	-0.7
CCn1nc(C)c(/C=C/C(=O)Nc2ccc(C)cc2C)c1C	11	/	39*	-1.2	1	2	4.7	0.7	-0.3
CSC(=NCCCN1CCOCC1)NS(=O)(=O)c1cccs1	6&-3	0.5&-0.3	-3&12	-0.4	3&1	2&-3	0.6&0.1	-2.5&-0.3	0.2&-1.6
O=C(Nc1nc(-c2ccccn2)cs1)C12CC3CC(CC(O)(C3)C1)C2	2	/	-7	4.2	3	-2	-1.6	2.0	-2.2
CN(Cc1ccco1)C(=O)Cn1ncc2c([nH]c3ccccc32)c1=O	3	-1.5	3	0.0	6	-4	-0.2	0.0	-0.5
Cc1cc(OCc2cc(C(=O)N(C)C(C)c3ccccn3)no2)cc(C)c1Cl (configuration not stated)	-9	-1.1	7	3.4	-1	1	-0.6	5.2	-4.0
Cc1ccc(OCC(=O)Nc2ccc3oc(=O)ccc3c2)c(C)c1	7	-0.9	-38	0.8	3	-4	-4.0	1.2	0.4
COc1cc(NC(=O)CSc2nncn2C)cc(OC)c1OC	-3	/	-4	0.8	0	0	-0.6	-0.9	-1.2
COc1ccc(OCCCCOc2ccccc2Cl)cc1	4	0.3	-8	-1.1	0	-1	0.3	-0.9	-2.0
N#Cc1ccc(Oc2ccc(-c3nc4ccccc4nc3-c3ccccc3)cc2)cc1C#N	1	0.4	-7	-0.9	5	2	2.6	0.5	0.7
CCOc1ccc(C(=O)CC(C(=O)O)N2CCN(Cc3ccccc3)CC2)cc1 (configuration not stated)	11	0.1	-6	-0.5	4	-1	0.5	-0.4	-0.9
COc1ccc(NC(=O)Cc2ccc(Cl)c(Cl)c2)cn1	2	/	-3	3.9	1	-1	-0.4	-0.1	-0.6
CCOC(=O)c1sc2nc(C)nc(SCC(=O)N(C)C3CCS(=O)(=O)C3)c2c1C (configuration not stated)	9	/	-14	-3.2	0	-1	-1.7	-1.2	0.9
Cn1c(=O)c(C(=O)NCc2ccccc2Cl)c(O)c2ccccc21	7	-1.5	5	1.5	3	2	-1.9	-1.4	0.6
Nc1nc(SCC(=O)NCC2CCCO2)n[nH]1 (configuration not stated)	1	-0.4	-37	0.7	1	-7	-1.7	-1.2	-0.9
Cn1c(SCC(=O)Nc2ccc3c(c2)CCC3)nnc1C1CC1	11	-0.1	-4	2.8	4	8	0.3	-0.8	-0.4
CC1=NN(c2ccccc2)C(=O)C1/C=C1/NC(=S)NC1=O (configuration not stated)	6	-0.3	-2	1.0	-9	0	0.3	/	1.7
CCCCn1c2c(c(=N)c3ccccc31)CCC2	2	1.4	/	-1.1	2	/	/	0.0	-1.6
Cc1ccc(C(=O)NC(NC(=S)Nc2ccc(S(N)(=O)=O)cc2)C(Cl)(Cl)Cl)cc1 (configuration not stated)	-12	0.5	-3	/	-1	-1	0.1	0.7	-21
Cc1cccc(NC(=O)C2CCCN(c3cnccn3)C2)c1 (configuration not stated)	6	0.7	2	3.1	2	-2	-0.8	0.6	-4.1
CCOC(=O)c1nnn(-c2ccccc2C#N)c1C	-6	0.7	-3	1.0	-1	-3	-2.1	-1.5	-1.3
CNC(=S)N(CCc1c(C)[nH]c2ccc(OC)cc12)Cc1cc(OC)c(OC)c(OC)c1	3	4.2	-9	-1.2	1	-4	-0.7	-0.4	0.1
COc1ccc(OC)c(NC(=O)C2CCN(S(=O)(=O)c3ccc4c(c3)CC(C)N4C(C)=O)CC2)c1 (configuration not stated)	8	-1.7	-6	-0.3	0	-1	-0.9	-0.2	-2.4
C#CCN1C(=O)C(O)(CC(=O)c2cc(OC)ccc2OC)c2ccccc21 (configuration not stated)	-7	-0.8	4	-1.8	0	-5	0.3	-0.4	-2.8
COC(=O)C1CCN(C(=O)c2cc3ccccc3oc2=O)CC1	3	0.0	3	0.9	4	-4	0.4	-0.4	2.0
O=C(NCc1ccccc1)c1cnc(Cc2c[nH]c3ccccc23)c(I)c1	8	-5.4	-4	/	6	7	2.6	/	1.5
COc1ccc(NC(=O)C2CCN(C(=O)[C@@H]3Cc4ccccc4CN3)CC2)cc1	-9	3.6	-2	-5.1	-2	-3	0.8	-0.3	-0.2
COC(CNC(=O)C(=O)NCC1OCCN1S(=O)(=O)c1ccccc1)OC (configuration not stated)	2	-1.8	9	0.4	4	-2	1.9	0.7	0.0
Oc1ccc(C2=Nn3c(nnc3-c3ccco3)SC2)cc1O	23	/	-1	-3.3	-5	1	0.6	0.5	-1.5
CC(=O)Oc1ccc(C(=O)NC(C)CCc2ccccc2)cc1 (configuration not stated)	15	-0.1	?	2.8	0	15	-8.4	0.3	1.6
Cc1ccc(CC(=O)NCCCc2ccccc2)cc1	8	0.2	10	-0.1	4	1	-0.9	1.3	-0.9
Cc1cc(N2CCCCC2)nc2c(C)cccc12	-4	/	-2	2.2	3	-5	0.7	0.0	-2.0

Not a retest: entries from further up.
SMILES	GDH-TPI counter	BioA inh	BoNT F protease	UGM FP inh	Mtb FBA inh	Anthrax LF inh2	BoNT A protease	PfHsp40 yeast	FadD28 FP inh
Oc1ccc(C2=Nn3c(nnc3-c3ccco3)SC2)cc1O	23	/	-1	-3.3	-5	1	0.6	0.5	-1.5
CC(=O)Oc1ccc(C(=O)NC(C)CCc2ccccc2)cc1 (configuration not stated)	15	-0.1	?	2.8	0	15	-8.4	0.3	1.6
Cc1ccc(CC(=O)NCCCc2ccccc2)cc1	8	0.2	10	-0.1	4	1	-0.9	1.3	-0.9
Cc1cc(N2CCCCC2)nc2c(C)cccc12	-4	/	-2	2.2	3	-5	0.7	0.0	-2.0

Next section:
SMILES	GDH-TPI counter	BioA inh	BoNT F protease	UGM FP inh	Mtb FBA inh	Anthrax LF inh2	BoNT A protease	PfHsp40 yeast	FadD28 FP inh
Cn1c(CN2CCCC2)nc2cc(NC(=O)COc3ccc([N+](=O)[O-])cc3)ccc21	17	/	-3	-0.8	1	3	0.4	-0.7	-1.2
COc1ccc(N(CC(=O)NCCC2=CCCCC2)S(C)(=O)=O)cc1OC	2	0.3	7	-0.9	1	0	3.4	-0.2	0.1
Cc1cc(NC(=O)CCN2C(=O)C3C4C=CC(C4)C3C2=O)c2ccccc2n1 (configuration not stated)	6	2.9	-12	1.1	0	-1	-0.2	-1.1	-0.3
O=C(OCC(=O)N1CCCC1)c1ccccc1O	2	-1.5	5	1.4	2	-2	0.3	0.4	-0.1
C/C(=N\NC(=O)c1ccc(Cl)cc1)c1ccc2[nH]ccc2c1	-7	2.2	-28	-1.3	3	3	-3.9	-1.0	-1.0
O=C(CSc1nc(-c2ccccc2)cc(C(F)(F)F)n1)NCCN1CCOCC1	9	1.1	0	2.8	5	-1	-0.6	-1.7	-2.7
COCCCNC(=O)CSc1nc2ccccc2c(=O)n1CCCN1CCCCC1	7	-2.8	4	1.6	1	1	-0.7	-1.1	-0.4
O=C1CC(=O)Nc2cc(S(=O)(=O)NCc3cccs3)ccc2N1	-5	4.2	5	1.8	-2	0	-0.1	1.4	-1.6
COc1ccc(Cl)cc1NC(=O)CCS(=O)(=O)c1ccc(Br)cc1	-2	-0.3	-2	0.8	1	4	-0.1	1.8	-2.7
Cc1noc(NS(=O)(=O)c2ccc(NC(=O)CSc3n[nH]c(-c4ccccc4)n3)cc2)c1C	3	1.0	/	2.3	6	/	/	-2.2	0.2

Not a hit list. About 4.7% of those tested had a hit in this group.
